PLK1 PBD inh: inhibitors of human PLK1 polo-box domain binding. P53350. Plk1 PBD binding of FITC phosphopeptide, fluorescence polarization. Potency, µM, without a hit: max response, negative = inhibition, most hits filed as inhibitors. 2.8% of 360,000 active; further: potency means the concentration at half of the fitted maximal effect; series mostly up to about 57 µM; on the % scale 0 is the no-effect control and ±100 the full control effect; nearly all actives have a fitted effect of over 65% in size
EPAC1 antagonist: EPAC1 (human) antagonism; O95398; EPAC1 GEF assay, Rap1b-BODIPY-GDP exchange fluorescence; Potency, µM (titrated, usually from 115 µM), inactives show at the highest dose activity change, negative = inhibition, hits mostly inhibitors; 0.14% of 360,000 active; AID 720709;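 further: potency means the concentration at half of the fitted maximal effect; plate controls were vehicle for no effect and positive control for full effect; nearly all actives have a fitted effect of over 50% in size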
Target sequence (O95398 whole entry, looked up): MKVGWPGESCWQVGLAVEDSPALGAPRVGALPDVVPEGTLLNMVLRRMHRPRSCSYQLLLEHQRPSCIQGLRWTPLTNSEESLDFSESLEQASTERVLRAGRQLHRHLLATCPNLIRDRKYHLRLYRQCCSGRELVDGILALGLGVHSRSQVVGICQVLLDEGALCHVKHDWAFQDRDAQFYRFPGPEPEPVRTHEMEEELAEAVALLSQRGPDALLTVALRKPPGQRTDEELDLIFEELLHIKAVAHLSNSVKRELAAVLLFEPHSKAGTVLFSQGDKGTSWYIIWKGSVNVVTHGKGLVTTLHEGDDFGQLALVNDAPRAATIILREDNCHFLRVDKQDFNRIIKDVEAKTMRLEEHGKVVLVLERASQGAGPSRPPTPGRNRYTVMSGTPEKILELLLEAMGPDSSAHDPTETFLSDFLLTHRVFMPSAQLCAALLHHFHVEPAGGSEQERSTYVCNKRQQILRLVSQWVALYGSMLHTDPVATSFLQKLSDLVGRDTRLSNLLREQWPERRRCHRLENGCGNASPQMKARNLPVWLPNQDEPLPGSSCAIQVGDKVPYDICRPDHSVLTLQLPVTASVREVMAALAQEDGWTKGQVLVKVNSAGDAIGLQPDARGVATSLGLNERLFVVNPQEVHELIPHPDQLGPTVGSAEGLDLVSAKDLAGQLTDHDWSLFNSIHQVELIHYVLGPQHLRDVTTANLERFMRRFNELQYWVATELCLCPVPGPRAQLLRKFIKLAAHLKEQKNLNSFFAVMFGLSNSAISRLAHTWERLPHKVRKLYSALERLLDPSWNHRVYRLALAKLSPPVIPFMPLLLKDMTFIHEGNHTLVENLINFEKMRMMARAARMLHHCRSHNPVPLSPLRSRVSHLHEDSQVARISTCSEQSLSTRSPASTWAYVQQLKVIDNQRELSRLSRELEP
IL-2 act: IL-2 activation; IL-2 activation reporter assay, cell-based qHTS; stimulated with anti-CD3/CD4/CD28 beads; in transgenic mouse T cells; activation, % (series mostly up to about 46 µM); 0.065% of 360,000 active; AID 652025; in the data active means activation above about 50%; inconclusive means mostly about 30% to 49%; further: 0% is about no effect
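Unstimulated transgenic mouse T cells, 750 per well, received compound and, after 60 minutes, anti-CD3/anti-CD4 bead plus anti-CD28 stimulation. EGFP and DsRed were quantified after 18 hours.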
WRN helicase inh: WRN helicase (human) inhibition. Q14191. WRN helicase unwinding, fluorescent forked duplex, kinetic. Potency, µM (titrated, usually from 114 µM), inactives show at the top dose activity change, negative = inhibition, most hits filed as inhibitors. 0.46% of 360,000 active; further: potency means the concentration at half of the fitted maximal effect; on the % scale 0 is the no-effect control and ±100 the full control effect; nearly all actives have a fitted effect of over 55% in size
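Fluorescence dequenching readout, ex 525 nm/em 598 nm, kinetic mode: forked duplex DNA (100 nM final) with adjacent fluorophore and quencher unwound by WRN (20 nM final) with 2 mM ATP. Compound preincubation 15 min, room temperature.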
CCT modulator: modulators of cytosolic chaperonin (CCT/TRiC) activity | purified chaperonin ATPase assay, HTRF ADP detection, 30 min | activity change, % (no concentration beside the values), hits read low | 0.3% of 360,000 active | AID 651819; in the data active means activity change below about -30%; further: on the % scale 0 is the no-effect control and ±100 the full control effect
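TRiC (40 or 20 nM final, by batch activity) in 30 mM Tris pH 7.4, 100 mM KCl, 5 mM MgCl2, 1 mM DTT was treated with compound at 76 uM single dose, then 10 uM ATP, 30 min at 37 °C. ADP was read by HTRF Transcreener.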
PI5P4Ka inh: blocks human PI5P4K alpha kinase activity | P48426 | PI5P4Kalpha enzyme, ADP-Glo luminescence, 60 min; active compounds read low | max response, % | 1.2% of 330,000 active | AID 652105; active means max response of -50% or lower; inconclusive means between -30% and -50%; inactive means -30% or higher; further: value at the top dose of about 77 µM; on the % scale 0 is the no-effect control and ±100 the full control effect
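qHTS, 1536-well: enzyme/substrate mix, compound by pin tool, 5 microM ATP final; RT 60 min; ADP-Glo reagents 1 (45 min) then 2 (30 min); luminescence.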
EPAC2 ag: EPAC2 (human) agonism; EPAC2 activation, biochemical qHTS; response scale: 100% = 6.5 mM cAMP response; Potency, µM (series often up to 154 µM), inactives show top-dose activation, hits mostly activators; 0.079% of 360,000 active; AID 720711; further: potency means the concentration at half of the fitted maximal effect; nearly all actives have a fitted effect of over 50% in size
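EPAC2 (100 nM) mixed with Rap1B loaded with BODIPY-GDP (250 nM) plus 50 uM unlabeled GDP; compounds pinned in, 5 min RT, then read every 5 min for 30 min (ex 480, em 540 nm). Normalized to cAMP control.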
EPAC1 agonist: agonists of human EPAC1 | O95398 | EPAC1 agonist qHTS, biochemical assay; response scale: 100% = response to 6.5 mM cAMP | Potency, µM (doses to about 154 µM), inactives show top-dose activation, actives largely listed as activators | 0.073% of 360,000 active; further: potency means the concentration at half of the fitted maximal effect; nearly all actives have a fitted effect of over 60% in size
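EPAC1 100 nM, Rap1B–BODIPY-GDP 250 nM, unlabeled GDP 50 uM; compound titration; 5 min RT; kinetic read ex480/em540 at 5-min intervals ×30 min; data normalized to 6.5 mM cAMP agonist control.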
Numbers without * were called inactive; ? = inconclusive; . = not tested or not shown; [ ] = another dose, or the depositor's remark. Unless noted, the call rests on the fitted dose curve; in most records, active means well fitted curve in the direction sought with a large enough effect; inconclusive means small, poorly fitted or top-dose-only effect, or another doubt; inactive means no such curve, though single readings can be large; an effect the other way counts as inactive or inconclusive.

Molecule	PI5P4Ka inh	PLK1 PBD inh	WRN helicase inh	IL-2 act	EPAC2 ag	CCT modulator	EPAC1 antagonist	EPAC1 agonist
CCn1cc(C(=O)N(C)c2ccc(OC)cc2OC)c2cc(OC)c(OC)cc2c1=O	6	-9%	7%	-0.1	-2%	2.2	11%	-6%
O=S(=O)(c1ccc(Cl)cc1)N1CCC(N2CCCCCC2)CC1	0	0%	-14%	-1.3	7%	-1.4	0%	5%
NS(=O)(=O)c1ccc(CNC(=O)c2cccc(S(=O)(=O)N3CCc4ccccc43)c2)cc1	-5	4%	-16%	-1.7	-4%	1.0	-11%	10%
Cc1onc(-c2ccccc2Cl)c1C(=O)NC1CCS(=O)(=O)C1 (stereo unspecified)	2	-7%	5%	1.1	6%	-0.5	-3%	0%
Cc1ccc2sc(N(CCCN(C)C)C(=O)c3nc4ccccc4s3)nc2c1C	?	-1%	-7%	-3.6	?	-1.1	-4%	12%
CCOc1ccc(-n2c(C)nnc2SCC(=O)N(CC)CC)cc1	.	1%	8%	2.9	-4%	-2.3	4%	-5%
Cc1sc(=NC(=O)c2ccco2)n(C)c1-c1ccc(Cl)cc1	.	0%	-4%	0.9	8%	-3.9	4%	0%
O=C(O)c1ccc(CSc2nnc(-c3ccccc3Cl)n2-c2ccccc2)cc1	4	-8%	8%	-0.8	2%	-1.1	-11%	-1%
COc1cccc(CNC(=O)Cn2cc([N+](=O)[O-])cn2)c1	-6	-13%	-28%	-0.4	3%	-8.3	-10%	5%
CC(C)(C)c1cc2nc(NCc3cccc(Cl)c3)ccn2n1	6	-11%	-10%	-0.1	17%	-0.6	-25%	-12%
Cc1ccc(/C=C2/Sc3ccc(C(=O)NCc4ccccn4)cc3NC2=O)cc1	-7	-9%	-4%	4.8	2%	1.2	-13%	-5%
COc1ccc(NC(=O)COc2ccc(-c3ccccc3)cc2)cc1	-5	-7%	6%	0.7	10%	-0.8	-5%	9%

Rewritten as labelled records: 2 of the compounds above.
canonical_smiles: COc1ccc(NC(=O)COc2ccc(-c3ccccc3)cc2)cc1
- PI5P4Ka inh: -5
- PLK1 PBD inh: -7%
- WRN helicase inh: 6%
- IL-2 act: 0.7
- EPAC2 ag: 10%
- CCT modulator: -0.8
- EPAC1 antagonist: -5%
- EPAC1 agonist: 9%
canonical_smiles: Cc1ccc2sc(N(CCCN(C)C)C(=O)c3nc4ccccc4s3)nc2c1C
- PI5P4Ka inh: ?
- PLK1 PBD inh: -1%
- WRN helicase inh: -7%
- IL-2 act: -3.6
- EPAC2 ag: ?
- CCT modulator: -1.1
- EPAC1 antagonist: -4%
- EPAC1 agonist: 12%

Further results follow:
Molecule	PI5P4Ka inh	PLK1 PBD inh	WRN helicase inh	IL-2 act	EPAC2 ag	CCT modulator	EPAC1 antagonist	EPAC1 agonist
CC(=O)NC(=S)Nc1ccc(S(=O)(=O)Nc2ncccn2)cc1	-1	0%	2%	-1.2	13%	-0.7	5%	8%
C#CCN(C)Cc1ccccc1	-1	-3%	1%	0.7	6%	1.0	-3%	3%
CCOc1ccc(NC(=O)CN(C)Cc2ccc3c(c2)OCO3)cc1S(=O)(=O)N1CCCC1	3	-3%	3%	0.0	6%	-0.9	-9%	2%
O=C(CSc1cccc2cccc(Cl)c12)NCc1cccs1	-8	-10%	-15%	-0.7	9%	-2.9	-7%	-6%
CS(=O)(=O)N(CC(=O)Nc1cccc(Cl)c1)c1ccccc1Cl	5	2%	-8%	-1.2	14%	-2.1	17%	5%
O=C(CSc1ccc2ccccc2c1)Nc1ccc(S(=O)(=O)Nc2nccs2)cc1	-13	?	?	0.0	8%	-0.2	?	7%
Cn1nc(Cc2cccc3ccccc23)c(C#N)c1N	.	.	.	0.0	3%	.	1%	-18%
CCOC(=O)c1ccc(CN2CCCC(C)(C(=O)NCCOC)C2)cc1 (stereo unspecified)	0	-9%	-2%	0.6	7%	-2.7	-5%	-8%
O=c1c2ccccc2nc2oc3ccccc3n12	-9	?	8%	-0.6	7%	0.6	-5%	-3%
COc1cc(N)c(Cl)cc1C(=O)OCC(=O)c1ccc2c(c1)NC(=O)CO2	-25	-6%	-13%	-0.8	1%	-1.3	-8%	?
NC(=S)N/N=C/c1cccc(/C=N/NC(N)=S)c1	?	-17%	-13%	-4.4	7%	-4.2	12%	6%
Cc1ccccc1NC(=O)NCc1ccccn1	1	-17%	5%	-0.8	13%	-1.6	9%	8%
CNC(=O)C1CC(=O)N(c2ccc(OCC(=O)N3CCCC3)cc2)C1 (stereo unspecified)	0	-11%	-5%	-0.3	8%	0.1	21%	-1%
C=C(C)CSc1nc2sc3c(c2c(=O)n1C1CCCCC1)CCN(C)C3	8	-19%	-3%	-4.2	-17%	-5.0	-14%	1%
CCOC(=O)c1ccccc1NC(=O)COC(=O)CC1CCCCC1	-1	5%	1%	-3.1	1%	0.4	-1%	-12%
COc1ccc(NC(=S)N2CCN(CCN=CC3=C(O)CC(c4ccccc4)CC3=O)CC2)cc1 (stereo unspecified)	4	-12%	-1%	-0.4	4%	-3.4	-5%	5%
CC(C)c1ccc(CN(C(=O)/C=C/c2ccco2)C2CCS(=O)(=O)C2)cc1 (stereo unspecified)	-28	?	?	0.2	2%	-1.1	-17%	-5%
CC(C)N(Cc1ccccc1)C(=O)COC(=O)c1ccc(O)cc1	3	5%	-1%	1.1	3%	0.3	15%	1%
Cc1nc2ccc(C(=O)N3c4ccccc4N=C(c4ccc(C(F)(F)F)cc4)C3C(=O)NC(C)(C)C)cc2[nH]1 (stereo unspecified)	0	-7%	-3%	1.5	-9%	.	-11%	-20%
CCOc1ccc(C(=O)NNC(=O)CCNC(=O)c2ccc(Br)cc2)cc1OC	-8	-5%	7%	0.6	7%	0.7	-7%	-13%
Cc1ccc(S(=O)(=O)NCC(=O)N(CC(=O)NC2CCCC2)c2ccc3c(c2)OCCO3)cc1	8	-5%	-19%	-2.8	7%	-1.2	-23%	2%
CCOC(=O)C1=C(N)Oc2c(oc(CO)cc2=O)C1c1ccc(F)cc1 (stereo unspecified)	8	-5%	-11%	0.2	-6%	1.2	-13%	-13%
Cc1cccc(C2Nc3cccc4cccc(c34)N2)c1	-11	0%	8%	-0.3	11%	-1.2	8%	5%
COc1ccc(CCNC(=O)CCn2c(=O)c3cccn3c3cccnc32)cc1OC	4	-9%	-5%	-2.8	5%	2.0	-14%	7%
CCOC(=O)COc1nc(-c2ccc(Cl)cc2)cc(-c2ccco2)c1C#N	4	-2%	3%	-2.5	8%	-2.5	-11%	-1%
COC(=O)C(C)(C)ONC(=O)Nc1ccc([N+](=O)[O-])cc1	-6	-1%	4%	-0.2	4%	1.0	6%	4%
CCN(CCNC(=O)CN(C)S(=O)(=O)c1cccc2nsnc12)c1ccccc1	.	-4%	-5%	-1.7	6%	-3.0	-6%	8%
CN1CCN(C(=O)C2=C[C@@H](c3csc4ccccc34)C[C@@H](OCCCCO)O2)CC1	-2	-19%	8%	-0.2	15%	-3.5	-7%	-3%
C#CC1(O)CCC2C3CCC4=C(CCC(=O)C4)C3CCC21C (stereo unspecified)	-7	-2%	-6%	-0.6	2%	-0.6	-7%	-9%
CCOC(=O)C1=C(C)NC(C)=C(C(=O)OCC)C1C(=O)OCC(=O)N1CCc2ccccc2C1	-3	0%	-4%	0.6	5%	1.7	-23%	13%
C1=CC2C3C=CC(C3)C2C1 (stereo unspecified)	-2	-5%	0%	-0.3	2%	-0.8	-15%	-27%
CN(Cc1nc(Cc2ccccc2F)no1)CC1(N2CCOCC2)CCCCC1	-2	-5%	1%	-2.5	-4%	-0.9	5%	-5%
Nn1c(SCC(=O)NC2CCCC2)nnc1-c1ccccc1F	-4	-11%	0%	0.1	10%	-1.6	-16%	11%
OC(COc1cc(Cl)c(Cl)cc1Cl)CN1CCN(c2ncccn2)CC1 (stereo unspecified)	-2	5%	-1%	-0.7	0%	1.5	-12%	-10%
Cc1cccc(CSc2ncccc2C(=O)O)c1	5	-1%	-30%[57.1 µM]	0.3	-8%	-1.0	13%	7%
OCCCNc1ncnc2c1ncn2[C@H]1CN(Cc2ccc(-c3ccccc3)cc2)C[C@@H](CO)O1	-22	-16%	3%	-0.7	11%	-0.3	-19%	4%
COC(=O)c1ccc(CNC(=O)CSc2nc3ccccc3[nH]2)cc1	-1	-14%	1%	-3.5	1%	-0.3	-10%	-1%
CC(=O)c1cccc(NC(=S)Nc2ccn(Cc3cccc4ccccc34)n2)c1	-3	-13%	-12%	-3.7	9%	1.7	-2%	5%
COCCCNC(=O)CC(NS(=O)(=O)c1ccc(C)cc1)c1ccco1 (stereo unspecified)	-5	1%	2%	-0.1	-7%	0.4	10%	0%
COc1ccc(/C(O)=C/C(=O)C(=O)NNC(=O)C(O)(c2ccccc2)c2ccccc2)cc1	?	-7%	?	0.8	3%	-0.5	40µM*	7%
CCn1c(COc2cccc3cccnc23)nnc1SCC(=O)OC	3	3%	13%	-2.4	-6%	-4.5	13%	-4%
CCOc1ccc(S(=O)(=O)NC(C)C(=O)NC2CCCC2)cc1 (stereo unspecified)	14	-13%	-28%	0.6	14%	-4.6	-17%	-5%
CC(=O)c1c(C)nn(-c2ccccc2)c1C	-3	7%	4%	3.0	9%	3.0	9%	2%
COc1ccccc1NC(=O)C(C)N1C(=O)c2ccccc2C1=O (stereo unspecified)	1	-8%	-2%	1.7	6%	-18	10%	-5%
S=C(NC1CCCCC1)N(CCc1ccccc1)CCc1ccccc1	10	-5%	-1%	-5.9	0%	0.5	-16%	-12%
C/C=C(/C)C(=O)Nc1cccc(C2=NOC3(C2)C[C@@H](C(N)=O)N(C(=O)CC)C3)c1 (stereo partly specified)	1	4%	10%	-0.6	6%	-1.3	0%	4%
CCOc1ccc(CCNC(=O)c2cc3sc(Cl)cc3n2C)cc1OCC	7	-5%	-6%	-0.5	-11%	1.8	6%	-4%

Some of the compounds tested; rates above refer to the full screens.
